# NOTCH agonist = agonists of NOTCH signaling. NOTCH signaling luciferase reporter cells, luminescence. activation, % at 2.5 µM. hit rate 0.4% among 15,000; in the data active means activation above about 2.2%
# TLR4 MyD88 blk = TLR4-MyD88 interaction inhibition. Cell-based TLR4-MyD88 binding inhibition assay. inhibition, % at 10 µM. hit rate 0.06% among 16,000. AID 811; in the data active means inhibition above about 45%
# luminol inh ctr = quenches luminol chemiluminescence in Nox1 counter-screen; HRP/luminol/H2O2 chemiluminescence counterscreen; inhibition, % at 6.7 µM; hit rate 0.4% among 16,000; further: reference of the scale not given here
# KOR antag MB = OPRK1 (human) antagonism, Maybridge screen | OPRK1 cells, antagonist mode, fluorescence readout | hit rate 0.4% among 16,000 | AID 652031 | P41145 | inhibition, % at 9 µM; in the data active means inhibition above about 50%
# S1P1 agonist = activates the human S1P1 receptor; activation, % at 4.5 µM; S1P1 agonist cell-based reporter assay; P21453; hit rate 1.5% among 16,000; in the data active means activation above about 80%
# Target sequence (P21453 whole entry, looked up): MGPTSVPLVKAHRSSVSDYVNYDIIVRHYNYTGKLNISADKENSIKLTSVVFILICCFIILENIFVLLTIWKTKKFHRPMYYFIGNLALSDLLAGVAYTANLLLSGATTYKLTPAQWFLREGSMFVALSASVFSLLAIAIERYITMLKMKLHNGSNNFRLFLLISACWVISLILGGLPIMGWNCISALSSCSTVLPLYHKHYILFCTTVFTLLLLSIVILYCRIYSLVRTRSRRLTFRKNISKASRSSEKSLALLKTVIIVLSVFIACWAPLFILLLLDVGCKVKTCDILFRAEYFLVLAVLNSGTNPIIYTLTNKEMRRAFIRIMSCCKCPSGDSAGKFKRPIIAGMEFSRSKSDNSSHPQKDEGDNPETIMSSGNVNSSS
# rat GALR2 ag = agonists of rat galanin receptor 2 (GALR2) | cell-based GALR2 agonist screen | activation, % at 10 µM | hit rate 0.5% among 16,000; in the data active means activation above about 15%
# PME-1 Maybr inh = PME-1 (human) inhibition, Maybridge primary screen. recombinant PME-1, FP-Rh probe fluorescence polarization. hit rate 0.5% among 16,000. Q9Y570. inhibition, % at 9 µM; in the data active means inhibition above about 30%
# Target sequence (Q9Y570 whole entry, looked up): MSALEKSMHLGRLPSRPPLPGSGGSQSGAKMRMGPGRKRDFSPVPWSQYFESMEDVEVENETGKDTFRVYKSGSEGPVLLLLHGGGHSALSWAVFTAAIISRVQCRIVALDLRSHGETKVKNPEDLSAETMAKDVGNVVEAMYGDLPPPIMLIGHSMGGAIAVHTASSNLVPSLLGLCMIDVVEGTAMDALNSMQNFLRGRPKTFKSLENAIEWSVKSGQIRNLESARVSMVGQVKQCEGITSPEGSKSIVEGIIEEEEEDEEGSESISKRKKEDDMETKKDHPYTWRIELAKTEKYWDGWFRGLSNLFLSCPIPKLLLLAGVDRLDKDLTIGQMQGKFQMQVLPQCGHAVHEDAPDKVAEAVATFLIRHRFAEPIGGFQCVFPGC
# Nox1 inh = blocks human NADPH oxidase 1 activity; inhibition, % at 6.7 µM; Q9Y5S8; HT29 cells, luminol chemiluminescence ROS; hit rate 0.81% among 16,000
# * = called active by the depositor; nt = not tested or not shown. Unless noted, no stated cut-off is given here; in the data, active means inhibition above about 75%; inactive means the rest. Compounds as they come. Share with any hit: about 4.7%.
[1] CCOC(=O)C(C(NC(C)=O)c1ccccc1)[N+](=O)[O-] (stereo unspecified)
[2] N#CC(C#N)=CNc1c(F)cccc1Cl
[3] c1ccc2c(c1)-c1ccccc1C2c1ccncc1
[4] O=S(=O)(Nc1ccc(Oc2ccc(F)cc2)cc1)c1ccc(Cl)cc1
[5] N#C/C(=C\c1ccc(F)cc1)c1c[nH]c2ccccc12
[6] COC(=O)c1sccc1NS(=O)(=O)c1ccc(C(=O)OC)n1C

compound no.	1	2	3	4	5	6
NOTCH agonist	-0.7	-0.5	2.3*	-0.3	0.1	-0.2
TLR4 MyD88 blk	8	nt	-2	-1	-16	-9
luminol inh ctr	2	-4	-7	3	0	2
KOR antag MB	13	7	7	-14	-3	-2
S1P1 agonist	-4	49	9	20	-22	15
rat GALR2 ag	-5	-10	-4	-2	1	-8
PME-1 Maybr inh	0	4	-10	-49	7	2
Nox1 inh	-35	3	23	-6	21	-13

[7] Cc1cc(C)c(C#N)c(SCC(=O)Nc2nnc(-c3cccs3)s2)n1
[8] Cc1ccc([N+](=O)[O-])cc1S(=O)(=O)N1CCN(Cc2ccc3c(c2)OCO3)CC1
[9] O=C(Cc1ccccc1Cl)N/N=C(/C(=O)O)c1ccccc1
[10] CCOC(=O)c1c(CS(=O)(=O)c2ccc(Cl)cc2)oc2c(F)c(F)c(F)c(F)c12
[11] BrC1=C(Br)c2cccc3cccc1c23
[12] Cc1cc(-c2nc(C(=O)NN3CCCCC3)cs2)no1

compound no.	7	8	9	10	11	12
NOTCH agonist	-0.4	0.2	0.2	0.3	-1.1	-0.7
TLR4 MyD88 blk	-13	-6	9	-4	15	0
luminol inh ctr	-2	-3	2	-2	2	-2
KOR antag MB	5	6	4	-30	1	10
S1P1 agonist	-18	2	2	9	0	3
rat GALR2 ag	-3	-4	-7	-9	-7	-7
PME-1 Maybr inh	-1	9	38*	0	-2	2
Nox1 inh	7	-10	-29	-3	-32	-1

[13] N#C/C(=C\c1ccccn1)C(N)=O
[14] Cc1cc(C)nc(NS(=O)(=O)c2ccc(NC(=O)Nc3ccsc3)cc2)n1
[15] O=C(Nc1ccccc1/C(=N/O)c1ccccc1)c1cccc([N+](=O)[O-])c1
[16] CC1(C)CC2(C)OC(=O)c3ccccc3N2C(=S)N1 (stereo unspecified)
[17] COC(=O)c1c(N)cccc1F
[18] COc1ccc(-c2cc(-c3ccc(OC)cc3)c3c(=O)n(C)c(=O)n(C)c3n2)cc1

compound no.	13	14	15	16	17	18
NOTCH agonist	0.9	-0.1	0.0	-0.2	-0.3	-0.3
TLR4 MyD88 blk	-7	5	-3	7	0	nt
luminol inh ctr	3	11	-7	5	4	4
KOR antag MB	22	-14	-5	21	10	9
S1P1 agonist	-21	-2	2	-2	-9	81*
rat GALR2 ag	-1	-3	-9	-8	-8	-3
PME-1 Maybr inh	6	-11	6	-1	5	4
Nox1 inh	-38	-56	6	-40	-49	-59

[19] CN(C)CCNc1nc(-c2ccccc2)nc2ccccc12
[20] Cc1c(C)c(C)c(CSCC(=O)NNC(=S)NCCc2ccccc2)c(C)c1C
[21] COC(=O)/C(C#N)=C/c1ccc(N2CCCCC2)c([N+](=O)[O-])c1
[22] CCN(CC)C(=NC(=O)c1c(Cl)cccc1Cl)SC
[23] S=C(NNc1ncccc1-n1cccc1)Nc1ccc(Cl)cc1
[24] CN1C(c2ccccc2)CC(=O)C2(O)CCCCC12 (stereo unspecified)

compound no.	19	20	21	22	23	24
NOTCH agonist	-0.9	-0.3	-0.3	-0.6	0.6	-1.3
TLR4 MyD88 blk	10	12	4	5	12	7
luminol inh ctr	3	2	11	-5	2	-3
KOR antag MB	-6	5	-1	14	0	1
S1P1 agonist	32	42	25	27	19	-5
rat GALR2 ag	-6	-6	-9	-2	-6	-8
PME-1 Maybr inh	-2	-15	0	6	6	0
Nox1 inh	-51	-23	-36	24	26	-9

[25] C#CCOC(=O)Nc1cc(C)n(-c2ccccc2)n1
[26] O=C(Nc1ccc(C(F)(F)F)cn1)c1ccc(Oc2cc(Cl)cc(Cl)c2)o1
[27] COc1cc2c(cc1OC)C(C)N(C(=O)c1sc3ccccc3c1Cl)CC2 (stereo unspecified)
[28] N#C/C(=C\c1ccccn1)c1cccc(C(F)(F)F)c1
[29] CC(C)S(=O)(=O)c1cscc1NC(=O)c1ccc(-c2ccccn2)s1
[30] CC(=O)N1CC(=O)N/C(=C\c2cccnc2)C1=O

compound no.	25	26	27	28	29	30
NOTCH agonist	-0.4	-0.3	-5.5	-1.8	-0.6	-0.4
TLR4 MyD88 blk	-9	1	-13	-14	6	17
luminol inh ctr	3	1	2	-7	0	8
KOR antag MB	-7	10	1	28	5	10
S1P1 agonist	-11	-24	-6	15	-14	29
rat GALR2 ag	-10	-6	-4	-3	-1	-5
PME-1 Maybr inh	-1	-6	52*	0	2	-2
Nox1 inh	-19	-58	-21	30	-40	-43

[31] CN(C)/C=N/C(=S)Nc1cccc(Cl)c1
[32] O=C1Nc2ccccc2C(=O)C1=Ic1ccccc1
[33] C#CC(C)(C)NC(=O)NC(C)(C)C
[34] CC(=O)OCc1c(C)c(C)c(C)c(C)c1C
[35] N#Cc1ccc(-c2ccc3c(c2)OCCO3)[nH]c1=S
[36] CSc1nc(N)nc(-c2ccccn2)n1

compound no.	31	32	33	34	35	36
NOTCH agonist	-0.9	0.2	-0.5	0.0	-0.1	-0.6
TLR4 MyD88 blk	-7	1	5	3	13	-1
luminol inh ctr	9	-2	2	3	-1	-5
KOR antag MB	1	22	-6	-5	4	-5
S1P1 agonist	2	-13	-3	1	-10	-11
rat GALR2 ag	-7	-4	-7	-4	-5	-6
PME-1 Maybr inh	0	0	1	0	4	6
Nox1 inh	14	46	-38	-34	-47	12

[37] Cc1nc(-c2ccc3c(c2)OCC3)sc1C(=O)Nc1ccc2c(c1)OCCO2
[38] N#CCCc1cc(C(F)(F)F)cc(C(F)(F)F)c1
[39] CC1(C)C=Cc2cc(/C(N)=N/O)ccc2O1
[40] C/C(CC12CC3CC(CC(C3)C1)C2)=N\O
[41] O=C1CNC(=S)N1Cc1ccco1
[42] S=C(N/N=C1\CSCc2ccccc21)Nc1cc(Cl)ccc1Cl

compound no.	37	38	39	40	41	42
NOTCH agonist	-0.2	-0.3	1.3	-0.4	-0.4	0.3
TLR4 MyD88 blk	-2	-3	10	-6	-2	-10
luminol inh ctr	3	-5	-1	-7	5	-2
KOR antag MB	-1	11	-12	0	21	-19
S1P1 agonist	13	-8	0	-7	-10	-7
rat GALR2 ag	-2	-3	-4	-6	-3	-8
PME-1 Maybr inh	7	4	0	1	2	7
Nox1 inh	-19	2	29	-5	-6	14

[43] N#Cc1nccnc1N1CCN(c2ccccc2)CC1
[44] Cn1cnc([N+](=O)[O-])c1NCCN1CCNC1=O
[45] COCCCNC(=S)Sc1ccc(Cl)cc1
[46] O=C1NS(=O)(=O)c2cc([N+](=O)[O-])ccc21
[47] COc1ccc([N+](=O)[O-])c(C=C(C#N)C#N)c1OC
[48] Cc1ccccc1C(=O)Nc1cc(-c2cc(C(C)(C)C)oc2C)nn1C

compound no.	43	44	45	46	47	48
NOTCH agonist	-0.2	-0.2	0.0	nt	-5.5	-0.6
TLR4 MyD88 blk	10	10	-8	6	1	-3
luminol inh ctr	-5	3	-4	-1	-1	1
KOR antag MB	4	6	22	13	12	0
S1P1 agonist	-1	11	-8	-5	-6	-16
rat GALR2 ag	-5	-8	-5	-3	-10	-7
PME-1 Maybr inh	2	-4	3	-1	8	2
Nox1 inh	-3	-77	-12	-12	-9	-31

[49] S=C(NNc1ccccc1)c1ccccc1
[50] O=C(c1ccccc1)C1CCNCC1
[51] O=C(c1ncoc1-c1ccccc1)N(Cc1ccccn1)Cc1ccccn1
[52] Cc1ccc(S(=O)(=O)C[C@H]2O[C@@H](n3cc(I)c(=O)[nH]c3=O)C[C@@H]2O)cc1
[53] CCOC(=O)c1cncc(C#CCOC(=O)c2c(-c3c(Cl)cccc3Cl)noc2C)c1
[54] CC(=O)Oc1ccccc1/C=C1/N=C(c2cccc([N+](=O)[O-])c2)OC1=O

compound no.	49	50	51	52	53	54
NOTCH agonist	-0.2	-0.8	nt	0.3	-0.1	nt
TLR4 MyD88 blk	-5	9	-5	6	3	-3
luminol inh ctr	-1	0	-5	0	-1	2
KOR antag MB	8	-16	-25	15	-1	3
S1P1 agonist	-3	0	-16	0	-2	-10
rat GALR2 ag	-3	-5	-9	-5	-3	-6
PME-1 Maybr inh	4	0	3	5	-1	2
Nox1 inh	25	-32	-20	-59	-33	4

[55] Nc1ccccc1C(=O)NCCCN1CCCCC1
[56] Cc1c(C#N)sc(C(N)=O)c1C
[57] O=C(NCc1c(Cl)cccc1Oc1ccccc1)c1ccc2nccnc2c1
[58] CC1CN(S(=O)(=O)c2cccc(C(F)(F)F)c2)CC(C)O1 (stereo unspecified)
[59] COC(=O)Cc1cc(=O)n2[nH]c(SC)nc2n1
[60] CCOC(=O)c1cc(-c2ccccc2)sc1NC(=S)Nc1ccccc1

compound no.	55	56	57	58	59	60
NOTCH agonist	-0.3	-0.2	nt	-0.3	-0.1	-0.1
TLR4 MyD88 blk	1	7	-8	-2	nt	0
luminol inh ctr	3	4	3	4	3	-4
KOR antag MB	-2	-7	-4	8	7	-22
S1P1 agonist	8	9	-4	12	-8	-13
rat GALR2 ag	-5	-6	-7	-5	-4	-7
PME-1 Maybr inh	-3	-1	7	-1	0	-4
Nox1 inh	-25	-38	-68	-31	-48	-11

[61] COc1ccc(-c2c(-c3ccc(OC)c(OC)c3)c(C)n(C)c2C)cc1OC
[62] O=C(NCc1cccnc1)c1ccccc1C(=O)Nc1sc2ccccc2c1Cl
[63] Cc1ccc(C(=O)NC2(O)C(=O)c3ccccc3C2=O)cc1C
[64] Oc1c(Cl)cc(Cl)cc1/C=N/c1nccs1
[65] COc1ccc2c(c1)CCC/C2=N\NC(N)=S
[66] N#C/C(=C\c1ccc(Cl)cc1)S(=O)(=O)c1ccc(F)cc1

compound no.	61	62	63	64	65	66
NOTCH agonist	-0.2	-0.1	-0.1	-0.6	-0.6	-0.1
TLR4 MyD88 blk	-1	-12	6	6	-2	1
luminol inh ctr	0	-3	-3	-3	0	2
KOR antag MB	-25	-12	8	0	1	-7
S1P1 agonist	-31	5	-5	0	-7	-19
rat GALR2 ag	4	-9	-3	1	-3	-3
PME-1 Maybr inh	-2	1	17	18	2	1
Nox1 inh	-47	-9	16	3	5	-55

[67] CCOc1ccccc1/C=N/NC(=O)N/N=C/c1ccccc1OCC
[68] Cc1ccc(S(=O)(=O)NCCCN(C)C)c(C)c1F
[69] N#C/C(=C\c1ccc(C#Cc2ccccc2)s1)C(=O)c1ccco1
[70] FC(F)(F)c1c2c(nc3cc(-c4ccco4)nn13)CCC2
[71] Clc1ccc(-c2nnnn2-c2cnccn2)cc1
[72] COc1cc(/C=C/C2=NNC(=O)CC2)cc(OC)c1OC

compound no.	67	68	69	70	71	72
NOTCH agonist	-0.2	-1.3	-0.5	-0.9	-0.4	-0.8
TLR4 MyD88 blk	4	6	5	-9	5	6
luminol inh ctr	0	-1	18	-3	-6	2
KOR antag MB	10	9	-6	-22	6	18
S1P1 agonist	-28	-2	13	2	14	-14
rat GALR2 ag	-7	-8	16*	-7	-6	-2
PME-1 Maybr inh	-12	0	-30	4	4	0
Nox1 inh	21	-29	-28	25	2	-34

# A different layout for part of the listing above.
# Values in the order – NOTCH agonist, TLR4 MyD88 blk, luminol inh ctr, KOR antag MB, S1P1 agonist, rat GALR2 ag, PME-1 Maybr inh, Nox1 inh
60: CCOC(=O)c1cc(-c2ccccc2)sc1NC(=S)Nc1ccccc1
  -0.1, 0, -4, -22, -13, -7, -4, -11
61: COc1ccc(-c2c(-c3ccc(OC)c(OC)c3)c(C)n(C)c2C)cc1OC
  -0.2, -1, 0, -25, -31, 4, -2, -47
62: O=C(NCc1cccnc1)c1ccccc1C(=O)Nc1sc2ccccc2c1Cl
  -0.1, -12, -3, -12, 5, -9, 1, -9
63: Cc1ccc(C(=O)NC2(O)C(=O)c3ccccc3C2=O)cc1C
  -0.1, 6, -3, 8, -5, -3, 17, 16
64: Oc1c(Cl)cc(Cl)cc1/C=N/c1nccs1
  -0.6, 6, -3, 0, 0, 1, 18, 3
65: COc1ccc2c(c1)CCC/C2=N\NC(N)=S
  -0.6, -2, 0, 1, -7, -3, 2, 5
66: N#C/C(=C\c1ccc(Cl)cc1)S(=O)(=O)c1ccc(F)cc1
  -0.1, 1, 2, -7, -19, -3, 1, -55
67: CCOc1ccccc1/C=N/NC(=O)N/N=C/c1ccccc1OCC
  -0.2, 4, 0, 10, -28, -7, -12, 21
68: Cc1ccc(S(=O)(=O)NCCCN(C)C)c(C)c1F
  -1.3, 6, -1, 9, -2, -8, 0, -29
69: N#C/C(=C\c1ccc(C#Cc2ccccc2)s1)C(=O)c1ccco1
  -0.5, 5, 18, -6, 13, 16*, -30, -28
70: FC(F)(F)c1c2c(nc3cc(-c4ccco4)nn13)CCC2
  -0.9, -9, -3, -22, 2, -7, 4, 25
71: Clc1ccc(-c2nnnn2-c2cnccn2)cc1
  -0.4, 5, -6, 6, 14, -6, 4, 2
72: COc1cc(/C=C/C2=NNC(=O)CC2)cc(OC)c1OC
  -0.8, 6, 2, 18, -14, -2, 0, -34

# Source: PubChem (The Scripps Research Institute Molecular Screening Center)
